697 NFkB inh – inhibitors of PMA/ionomycin-induced NF-kB reporter, 697 cells, primary screen, B-cell NF-kB inhibitor project, cell-based, luminescence, uHTS | 697 B-cell NF-kB luciferase reporter, 16 h | inhibition, % at 4 µM | hit rate 0.33% among 330,000 | AID 435022, 2010; in the data active = inhibition above about 35%
HKDC1 inh – HKDC1 hexokinase inhibitors, primary screen, biochemical, fluorescence, uHTS | inhibition, % at 20 µM | hit rate 0.16% among 340,000 | recombinant HKDC1, G6PDH/diaphorase resazurin coupled fluorescence;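 active = inhibition above about 35% when tested at 20 µM, limit read from the data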;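 note: plate controls were DMSO wells with enzyme for no effect and DMSO wells lacking enzyme for full effect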
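Incubation: 90 min at room temperature in dark / Material: recombinant HKDC1 (HK5) hexokinase enzyme, produced in-house / Quantity: enzyme 5 µg/mL final / Compound: one dose of 20 µM, 1% DMSO / Reagent: glucose and ATP substrates / Buffer or medium: Tris pH 8.0 buffer with MgCl2, Tween-20, BSA, BME / Technique: resorufin fluorescence at 613 nm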
Jurkat NFkB inh – inhibitors of induced NF-kB luciferase reporter, primary screen, TCR NF-kB activation inhibitor project, cell-based, luminescence, uHTS; hit rate 0.53% among 330,000; inhibition, % at 4 µM; Jurkat, PMA/ionomycin-induced NF-kB luciferase reporter
Apaf1 inhib – inhibitors of human Apaf-1 apoptosome, primary screen, biochemical, DEVD-Rh110 fluorescence, uHTS; Apoptotic protease-activating factor 1 (Homo sapiens), O14727; reconstituted apoptosome caspase-3 activity; inhibition, % at 20 µM; hit rate 0.71% among 330,000; AID 489030, 2010; active = inhibition of at least 40% at 20 µM;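 note: plate controls were DMSO wells for no effect and DEVD-CHO caspase inhibitor wells for full effect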
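Material: biochemical Apaf-1 apoptosome reconstitution. Medium: Hepes buffer, pH 7.5. Also added: cytochrome c activation, bis-DEVD rhodamine 110 substrate. Timing: 30 min compound preincubation, 50 min activation, room temperature. Measured by: rhodamine 110 fluorescence at Ex 480/Em 540 nm.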
Gli-Sufu antag – Gli-Sufu pathway antagonists, primary screen, luciferase luminescence, Sufu-KO-LIGHT cells, uHTS. Sufu-KO-LIGHT fibroblasts, Gli luciferase reporter luminescence. inhibition, % at 5 µM. hit rate 0.74% among 340,000. AID 588413, 2011;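 active = inhibition above about 55%, limit read from the data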;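 note: 0% = DMSO-treated cells and 100% = wells with medium but no cells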
SENP8 inh – SENP8 protease inhibitors, primary screen, biochemical, luminescence. Sentrin-specific protease 8 (Homo sapiens), Q96LD8. purified SENP8, Z-RLRGG-aminoluciferin cleavage. inhibition, % at 10 µM. hit rate 1.2% among 330,000
Target sequence (Q96LD8 whole entry, looked up): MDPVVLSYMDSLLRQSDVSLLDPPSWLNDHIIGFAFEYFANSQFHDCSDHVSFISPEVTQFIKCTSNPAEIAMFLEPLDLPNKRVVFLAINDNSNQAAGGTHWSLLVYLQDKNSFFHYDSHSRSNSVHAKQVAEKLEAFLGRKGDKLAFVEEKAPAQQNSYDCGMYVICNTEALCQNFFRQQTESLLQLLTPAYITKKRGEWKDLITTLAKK
UBC13 inh – UBC13 polyubiquitin chain formation inhibitors, primary screen, biochemical, TR-FRET, uHTS | Ubiquitin-conjugating enzyme E2 N (Homo sapiens), P61088 | inhibition, % at 20 µM | hit rate 0.47% among 330,000 | AID 485273, 2010; in the data active = inhibition above about 45%, passing the limit was not always enough
Target sequence (P61088 whole entry, looked up): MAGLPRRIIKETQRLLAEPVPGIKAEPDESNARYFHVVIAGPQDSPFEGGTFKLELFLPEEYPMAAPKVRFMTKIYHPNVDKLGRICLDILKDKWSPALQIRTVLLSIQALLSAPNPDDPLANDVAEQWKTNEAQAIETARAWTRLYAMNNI
SENP7 inh – SENP7 protease inhibitors, primary screen, biochemical, luminescence, uHTS; Sentrin-specific protease 7 (Homo sapiens), Q9BQF6; recombinant SENP7, Z-RLRGG-aminoluciferin luminescence, 40 min; inhibition, % at 5 µM; hit rate 1.5% among 330,000; AID 434973, 2010;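 active = inhibition above about 50% at the single test dose, limit read from the data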;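 note: plate controls were DMSO with enzyme for no effect and no enzyme buffer wells for full effect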
Target sequence (Q9BQF6 706-1050 limits assumed): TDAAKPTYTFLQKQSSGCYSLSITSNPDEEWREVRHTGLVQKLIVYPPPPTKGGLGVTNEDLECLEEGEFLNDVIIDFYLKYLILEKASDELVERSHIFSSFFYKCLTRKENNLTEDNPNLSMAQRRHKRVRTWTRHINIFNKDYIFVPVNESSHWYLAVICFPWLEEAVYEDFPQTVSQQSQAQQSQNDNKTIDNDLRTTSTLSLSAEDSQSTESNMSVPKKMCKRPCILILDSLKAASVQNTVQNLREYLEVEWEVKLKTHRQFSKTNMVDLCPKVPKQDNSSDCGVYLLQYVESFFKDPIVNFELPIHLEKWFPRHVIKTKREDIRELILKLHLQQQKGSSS
Active calls of the source: *. Cut-off read from the data, not from the text of the source, unless noted: active = inhibition above about 50%; inactive = the rest.

`CC(=O)Nc1ccc(S(=O)(=O)NCC(C)NS(=O)(=O)c2ccc(NC(C)=O)cc2)cc1` (configuration not stated) gave 697 NFkB inh -28, HKDC1 inh -4, Jurkat NFkB inh -36, Apaf1 inhib -4, Gli-Sufu antag 5, SENP8 inh 2, UBC13 inh 6 and SENP7 inh 0.
`Oc1cc(Cc2ccccc2)cnc1CN1CCOCC1` gave 697 NFkB inh 2, HKDC1 inh -3, Jurkat NFkB inh 5, Apaf1 inhib -2, Gli-Sufu antag -5, SENP8 inh 3, UBC13 inh 4 and SENP7 inh 4.
`O=C(NCCCl)Nc1cc([N+](=O)[O-])ccc1Cl` gave 697 NFkB inh -3, HKDC1 inh 15, Jurkat NFkB inh -11, Apaf1 inhib 6, Gli-Sufu antag 1, SENP8 inh -5, UBC13 inh -4 and SENP7 inh -2.
Screening CCc1ccc2c(c1)C(c1ccc([N+](=O)[O-])cc1)=NNC(c1ccc(F)cc1)=N2 returned 697 NFkB inh -33, HKDC1 inh 2, Jurkat NFkB inh -9, Apaf1 inhib 30, Gli-Sufu antag -14, SENP8 inh -10, UBC13 inh -28 and SENP7 inh 0.
Screening CCS(=O)(=O)c1ccc(N=Nc2ccc(O)c3ncccc23)c(OC)c1 returned 697 NFkB inh -4, HKDC1 inh -18, Jurkat NFkB inh 16, Apaf1 inhib 17, Gli-Sufu antag 6, SENP8 inh 2, UBC13 inh -53 and SENP7 inh 7.
Screening CN1C(C(=O)Nc2ccccn2)=C(O)c2sc(Cl)cc2S1(=O)=O returned 697 NFkB inh 13, HKDC1 inh -3, Jurkat NFkB inh -3, Apaf1 inhib -11, Gli-Sufu antag -27, SENP8 inh 3, UBC13 inh 0 and SENP7 inh 5.
For CCC(OCC(O)CN1CCN(CCN2C(=O)c3cccc4cccc(c34)C2=O)CC1)c1ccccc1 (configuration not stated) the results were 697 NFkB inh -49, HKDC1 inh -9, Jurkat NFkB inh -3, Apaf1 inhib 7, Gli-Sufu antag -15, SENP8 inh -14, UBC13 inh 82* and SENP7 inh -5.
CC(=O)N1CCN(S(=O)(=O)c2ccc(Cl)cc2F)CC1 was read as 697 NFkB inh 7, HKDC1 inh -5, Jurkat NFkB inh -2, Apaf1 inhib -3, Gli-Sufu antag -4, SENP8 inh 2, UBC13 inh 1 and SENP7 inh 7.
Screening COc1cccc(OC)c1C(=O)NC(=O)Nc1c(F)cc(F)cc1F returned 697 NFkB inh 16, HKDC1 inh -4, Jurkat NFkB inh 5, Apaf1 inhib -26, Gli-Sufu antag 5, SENP8 inh -2, UBC13 inh 6 and SENP7 inh 7.
O=C(CN1C(=O)c2ccccc2C1=O)N1CCN(C2c3ccccc3-c3ccccc32)CC1 was read as 697 NFkB inh 8, HKDC1 inh -9, Jurkat NFkB inh 5, Apaf1 inhib 13, Gli-Sufu antag 9, SENP8 inh -7, UBC13 inh 8 and SENP7 inh -5.
For O=S(=O)(c1ccc(Cl)cc1)N1CCCN(c2nc3ccc(Cl)cc3s2)CC1 the results were 697 NFkB inh -7, HKDC1 inh -3, Jurkat NFkB inh 0, Apaf1 inhib 11, Gli-Sufu antag 7, SENP8 inh -5, UBC13 inh 3 and SENP7 inh 13.
Screening CN1CCN(C(=O)c2cc3nc(-c4ccco4)cc(C(F)(F)F)n3n2)CC1 returned 697 NFkB inh 14, HKDC1 inh -3, Jurkat NFkB inh 5, Apaf1 inhib -7, Gli-Sufu antag 0, SENP8 inh -4, UBC13 inh 11 and SENP7 inh -5.
Screening Cc1nc2c(C)cccn2c(=O)c1NC(=O)c1ccc(Br)o1 returned 697 NFkB inh 13, HKDC1 inh 0, Jurkat NFkB inh 0, Apaf1 inhib 3, Gli-Sufu antag -12, SENP8 inh 1, UBC13 inh -4 and SENP7 inh 4.
`Cc1ccc(C)c(NC(=O)CN(C)C(=O)c2cc(C3CC3)nn2-c2ccccc2)c1` gave 697 NFkB inh -26, HKDC1 inh -3, Jurkat NFkB inh -17, Apaf1 inhib 26, Gli-Sufu antag 7, SENP8 inh -8, UBC13 inh -3 and SENP7 inh -8.
O=C(OCC(=O)c1ccc(Cl)s1)c1cnccn1 was read as 697 NFkB inh 9, HKDC1 inh -4, Jurkat NFkB inh -6, Apaf1 inhib 5, Gli-Sufu antag 1, SENP8 inh -8, UBC13 inh -7 and SENP7 inh -2.
`COc1ccc(S(=O)(=O)N(C)C)cc1NC(=O)COC(=O)c1nc2nccc(C)n2n1` gave 697 NFkB inh 31, HKDC1 inh -2, Jurkat NFkB inh -2, Apaf1 inhib -12, Gli-Sufu antag 6, SENP8 inh 2, UBC13 inh 0 and SENP7 inh 4.
For Cc1cc(C(=O)CCC(=O)N2CCN(S(=O)(=O)c3cccs3)CC2)c(C)s1 the results were 697 NFkB inh 8, HKDC1 inh 6, Jurkat NFkB inh 7, Apaf1 inhib 10, Gli-Sufu antag 27, SENP8 inh 2, UBC13 inh 4 and SENP7 inh 9.
`Cn1nnnc1SCc1ccccc1F` gave 697 NFkB inh -33, HKDC1 inh 0, Jurkat NFkB inh -1, Apaf1 inhib -2, Gli-Sufu antag 12, SENP8 inh -1, UBC13 inh -4 and SENP7 inh 1.
Screening COc1cc(-c2nc3n(n2)C(c2ccncc2)C(C(N)=O)=C(C)N3)cc(OC)c1OC (configuration not stated) returned 697 NFkB inh -7, HKDC1 inh -3, Jurkat NFkB inh -7, Apaf1 inhib -1, Gli-Sufu antag 3, SENP8 inh -1, UBC13 inh 4 and SENP7 inh 2.
COC(=O)c1ccc(N2OC3(C)C=CC2CC3)cc1 (configuration not stated) was read as 697 NFkB inh -78, HKDC1 inh -7, Jurkat NFkB inh -6, Apaf1 inhib -2, Gli-Sufu antag -34, SENP8 inh -4, UBC13 inh -6 and SENP7 inh 0.
For CN(C)S(=O)(=O)n1cc(/C=C(\NC(=O)c2ccccc2Cl)C(=O)NCCCn2ccnc2)c2ccccc21 the results were 697 NFkB inh 3, HKDC1 inh -1, Jurkat NFkB inh 8, Apaf1 inhib 11, Gli-Sufu antag 21, SENP8 inh -3, UBC13 inh 10 and SENP7 inh -1.
`CCc1c(C(C)S(=O)(=O)c2ccc(C)cc2)[nH]c(=O)n1-c1ccc(OC(F)(F)F)cc1` (configuration not stated) gave 697 NFkB inh -13, HKDC1 inh -4, Jurkat NFkB inh 13, Apaf1 inhib 23, Gli-Sufu antag -5, SENP8 inh -3, UBC13 inh 2 and SENP7 inh 1.
COc1ccc(NC(=O)CSc2nnc(-c3ccc(F)cc3)o2)cn1 was read as 697 NFkB inh -29, HKDC1 inh 2, Jurkat NFkB inh -5, Apaf1 inhib -7, Gli-Sufu antag -24, SENP8 inh 15, UBC13 inh -4 and SENP7 inh -3.
Cc1cc(C(=O)N(C2CCCCC2)C2CCCCC2)no1 was read as 697 NFkB inh -24, HKDC1 inh -6, Jurkat NFkB inh -18, Apaf1 inhib 4, Gli-Sufu antag 14, SENP8 inh 5, UBC13 inh -8 and SENP7 inh 8.
For Cc1nc2ccccc2c(C)c1C(=O)c1ccccc1 the results were 697 NFkB inh -2, HKDC1 inh -10, Jurkat NFkB inh -21, Apaf1 inhib 6, Gli-Sufu antag -9, SENP8 inh -3, UBC13 inh 4 and SENP7 inh 7.
`COCCn1c(N)c(C(=O)NCC2CCCO2)c2nc3ccccc3nc21` (configuration not stated) gave 697 NFkB inh -2, HKDC1 inh 17, Jurkat NFkB inh -4, Apaf1 inhib 75*, Gli-Sufu antag 14, SENP8 inh 86*, UBC13 inh -1 and SENP7 inh 63*.
Screening O=C(NCc1ccccc1)[C@@H]1CSC2c3ccccc3C(=O)N21 (some centres not stated) returned 697 NFkB inh 12, HKDC1 inh -3, Jurkat NFkB inh 11, Apaf1 inhib -14, Gli-Sufu antag 6, SENP8 inh -5, UBC13 inh 17 and SENP7 inh 7.
`Cc1ccc(S(=O)(=O)N2CCN(C(=O)C(C)Cn3cncn3)CC2)cc1C` (configuration not stated) gave 697 NFkB inh 0, HKDC1 inh -5, Jurkat NFkB inh 16, Apaf1 inhib 0, Gli-Sufu antag 14, SENP8 inh 4, UBC13 inh 6 and SENP7 inh 2.
Screening COc1ccc(NC(=O)NN2CCN(C)CC2)cc1OC returned 697 NFkB inh -2, HKDC1 inh 3, Jurkat NFkB inh 0, Apaf1 inhib 6, Gli-Sufu antag 3, SENP8 inh -9, UBC13 inh 3 and SENP7 inh 5.
For Clc1ccc(-c2nnc(SCc3cn4ccsc4n3)n2CC2CCCO2)cc1 (configuration not stated) the results were 697 NFkB inh 10, HKDC1 inh 2, Jurkat NFkB inh 1, Apaf1 inhib -7, Gli-Sufu antag -9, SENP8 inh 5, UBC13 inh 4 and SENP7 inh 2.
For O=S(=O)(NCc1ccccc1)NCc1cccc(C(F)(F)F)c1 the results were 697 NFkB inh 1, HKDC1 inh -7, Jurkat NFkB inh -22, Apaf1 inhib 4, Gli-Sufu antag 2, SENP8 inh -14, UBC13 inh -17 and SENP7 inh -7.
`CCOc1ccc(N(CCC#N)S(=O)(=O)c2ccc(OC)cc2)cc1` gave 697 NFkB inh -17, HKDC1 inh -3, Jurkat NFkB inh 1, Apaf1 inhib 11, Gli-Sufu antag -1, SENP8 inh -1, UBC13 inh -10 and SENP7 inh -5.
COc1ccccc1C(=O)NNC(=O)C1CCCO1 (configuration not stated) was read as 697 NFkB inh 19, HKDC1 inh -7, Jurkat NFkB inh 15, Apaf1 inhib -3, Gli-Sufu antag -23, SENP8 inh 5, UBC13 inh 6 and SENP7 inh 4.
`CC(CNS(=O)(=O)c1ccc(Br)cc1)CN(C)C` (configuration not stated) gave 697 NFkB inh 18, HKDC1 inh -11, Jurkat NFkB inh 1, Apaf1 inhib -18, Gli-Sufu antag 12, SENP8 inh -2, UBC13 inh 19 and SENP7 inh -3.
`COC(=O)C1(C)NC(c2ccco2)C2C(=O)N(c3ccc(F)cc3)C(=O)C21` (configuration not stated) gave 697 NFkB inh 10, HKDC1 inh -8, Jurkat NFkB inh 1, Apaf1 inhib -7, Gli-Sufu antag -6, SENP8 inh -1, UBC13 inh 9 and SENP7 inh 5.

Pulled by structure from the entries so far, three records:
Screening O=C(NCc1ccccc1)[C@@H]1CSC2c3ccccc3C(=O)N21 (some centres not stated) returned 697 NFkB inh 12, HKDC1 inh -3, Jurkat NFkB inh 11, Apaf1 inhib -14, Gli-Sufu antag 6, SENP8 inh -5, UBC13 inh 17 and SENP7 inh 7.
`Cc1ccc(S(=O)(=O)N2CCN(C(=O)C(C)Cn3cncn3)CC2)cc1C` (configuration not stated) gave 697 NFkB inh 0, HKDC1 inh -5, Jurkat NFkB inh 16, Apaf1 inhib 0, Gli-Sufu antag 14, SENP8 inh 4, UBC13 inh 6 and SENP7 inh 2.
`COCCn1c(N)c(C(=O)NCC2CCCO2)c2nc3ccccc3nc21` (configuration not stated) gave 697 NFkB inh -2, HKDC1 inh 17, Jurkat NFkB inh -4, Apaf1 inhib 75*, Gli-Sufu antag 14, SENP8 inh 86*, UBC13 inh -1 and SENP7 inh 63*.
